TNAP activators = human TNAP enzyme activators, primary screen, biochemical, luminescent, no phosphate acceptor, uHTS (AID 1001). purified TNAP, luminescent activation assay, no phosphate acceptor; higher activation fold means a stronger effect. one-dose activation fold at 20 µM; EC50 in µM for titrated hits. hit rate 0.03% among 200,000; in the data active = activation fold from about 3, or a potency from the dose series; inactive = the rest, 99 in 100 with activation fold below about 1.6; also: many of its hits are not listed in these tables
b-catenin transl = alters nuclear translocation of beta-catenin in HeLa cells; immunofluorescence imaging; nuclear translocation activity, % at 5 µM; hit rate 0.3% among 190,000; AID 1665;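 active = nuclear translocation activity above 50% at 5 µM, with a well cell count of 50 or more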;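 also: per-cell ratio of nuclear to cytoplasmic median beta-catenin stain intensity; plate controls were DMSO negative control for no effect and GSK-3 inhibitor IX positive control for full effect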
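Test system: human HeLa cells, native beta-catenin. Compound dosing: 5 µM primary single dose, 0.1% DMSO, 0.02–20 µM confirmation series. Incubation: compound exposure 24 h at 37°C. Detection: beta-catenin immunostaining with DAPI counterstain, 20x imaging, 6 fields/well. Read-out basis: Nuclear/cytoplasmic beta-catenin signal ratio, % activation.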
Insulin prom up = MIN6 insulin promoter up-regulation | hit rate 0.3% among 190,000 | MIN6 insulin promoter-GFP reporter, high-content imaging; stronger effect = higher value | z-score at 5 µM;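 active = z-score above 3 at 5 µM with at least 500 cells counted in the well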
MT stabilizer = stabilizes microtubules in HeLa cells; % tubulin-high responders, % at 10 µM; HeLa tubulin immunostaining HCS, 24 h; share of cells brighter than vehicle mean+2SD; hit rate 0.83% among 200,000; AID 2205;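 active = plate Z-score above 3 for both tubulin-high and condensed-nucleus cell shares, with cell loss under 80%, at 10 µM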;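 also: anti alpha tubulin signal scored within the nucleus-defined area of each cell; some results filed as inactive read as strong as hits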
PMI inhibitors = inhibitors of human PMI, primary screen, biochemical, fluorescence intensity, coupled assay (AID 1209) | purified PMI enzyme, coupled fluorescence intensity; higher % means a stronger effect | inhibition, % at 20 µM, or IC50 in µM where a hit was titrated | hit rate 0.42% among 190,000; in the data active = inhibition above about 50%;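 also: plate controls were DMSO vehicle for no effect and wells lacking substrate for full effect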
Dynein transport = blocks dynein driven cargo transport along microtubules | 3617.4 mouse cells, GR-EGFP nuclear translocation imaging; test concentration mostly 20 µM; stimulated with dexamethasone, 1 µM; stronger effect = lower value | hit rate 0.47% among 220,000 | z-score, hits read low;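 active = plate z-score of nuclear minus cytoplasmic receptor signal below a set negative limit, without overly bright fluorescence or cell loss, cut at about -3.5 in these data, passing the limit was not always enough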;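 also: z-score of nuclear minus cytoplasmic ring GR-EGFP intensity difference per well; some compounds called inactive have numbers as strong as hits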
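medium = tetracycline-free induction medium containing charcoal-stripped FBS | probe or stimulus = dexamethasone, 1.0 µM final | timing = 48 h induction, then 1 h compound, then 30 min agonist, 37 °C | detection = automated 10x imaging of fixed Hoechst-stained cells | read-out basis = nuclear versus cytoplasmic GR-EGFP signal, averaged per well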
Hep lipid drop = hepatic lipid droplet formation modulation. AML12 mouse hepatocytes, oleate lipid droplets, BODIPY imaging. inhibition, % at 6.5 µM. hit rate 0.4% among 240,000. AID 1656;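 active = lipid droplet intensity inhibited by at least 50%, with more than 500 cells counted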
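Assay system: AML12 hepatocytes (mouse); Probe or stimulus: oleic acid at 100 µM to induce lipid droplet formation; Dosing: compound at 6.5 µM only; Schedule: compound with oleate, overnight; Detection: fluorescence imaging, 20x objective, two fields per well; Measure: % inhibition of lipid droplet signal.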
Myeloid diff 2 = promotes myeloid progenitor differentiation; hit rate 1% among 360,000; AID 624256; calls only at 10 µM; ER-HoxA9 myeloid progenitors, lysozyme-GFP differentiation, flow cytometry;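 active = normalized GFP-positive differentiation at or above the plate's own cutoff, the solvent-only control mean plus 3 SD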;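 also: cells exposed to compound for four days before flow analysis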
T cell modulator = T cell immune modulators affecting CD8 T cell-vesicle binding. 2C CD8+ T cell-vesicle binding, flow cytometry; stronger effect = lower value. calls only at 7 µM. hit rate 0.068% among 330,000. AID 2052;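 active = response, share of CD8 T cells binding vesicles, and their 90th percentile fluorescence all below set limits, cut at about 80% in these data, passing the limit was not always enough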
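Material: 2C TCR transgenic mouse naive CD8+ T cells, MACS-purified. Also added: QL9-charged Drosophila Ld/ICAM-1/B7-1 vesicles. Timing: binding 1.5 h at 37 °C. Measured by: high-throughput flow cytometry with anti-B7-1 and anti-CD8 staining. Read-out: percent CD8+ FL2 mean versus row control. Controls: Unloaded micro-vesicles (low), QL9 vesicles with 0.7% DMSO (high).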
Dynein transport cytoplasmic EGFP = also measured in Dynein transport; calls as there; z-score; measured here: cytoplasmic GR-EGFP intensity; stronger effect = higher value
Dynein transport nuclear GR-EGFP = second read-out of Dynein transport, no call of its own (marks repeat the call); z-score; measured here: nuclear GR-EGFP intensity;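 lower value marks the stronger effect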
Dynein transport cell count = recorded beside Dynein transport, whose call it bears; z-score; measured here: cell count per field
Insulin prom up cell count = also measured in Insulin prom up; calls as there; cell count; measured here: cytotoxicity, nuclei count;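 total cells summed across four imaged fields per well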
Hep lipid drop cells 6.5 µM = recorded beside Hep lipid drop, whose call it bears; cell count; measured here: cell count, cytotoxicity flag;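 cells counted across two imaged fields per well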
b-catenin transl cell count 5 µM = also measured in b-catenin transl; calls as there; cell count; measured here: cell count, cytotoxicity flag
T cell modulator vesicle-bound % = recorded beside T cell modulator, whose call it bears; double positive events, %; measured here: CD8+ vesicle-bound cell fraction;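 binding gate set so that unloaded-vesicle control wells show 10% double positive cells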
MT stabilizer Hoechst-high % = further read-out of MT stabilizer, marked with its call; % Hoechst-high responders; measured here: nuclear condensation Hoechst responders;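 share of cells brighter than vehicle mean plus two SD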
MT stabilizer cytotoxicity % = recorded beside MT stabilizer, whose call it bears; toxicity, %; measured here: cytotoxicity by cell density;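 0% = mean cell density of plate MIN control wells and 100% = no cells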
Myeloid diff 2 GFP+ MAC1+ % = recorded beside Myeloid diff 2, whose call it bears; GFP+ MAC1+ double positive, %; measured here: differentiation confirmed by MAC1 staining
* hit, by the source's call; i = inactive; x = no result given.

SMILES	TNAP activators	b-catenin transl	b-catenin transl cell count 5 µM	Insulin prom up	Insulin prom up cell count	MT stabilizer	MT stabilizer Hoechst-high %	MT stabilizer cytotoxicity %	PMI inhibitors	Dynein transport	Dynein transport cytoplasmic EGFP	Dynein transport nuclear GR-EGFP	Dynein transport cell count	Hep lipid drop	Hep lipid drop cells 6.5 µM	Myeloid diff 2	Myeloid diff 2 GFP+ MAC1+ %	T cell modulator	T cell modulator vesicle-bound %
COc1ccc(C(=O)NNC(=O)c2cc3cc(OC)ccc3oc2=O)cc1	x	-2.6	1197	-0.12	1350	x	x	x	x	0.32	-0.22	0.14	0.48	2	744	i	0.3	i	55
O=C(NC(Cc1ccccc1)C(=O)O)/C(=C/c1ccccc1)NC(=O)c1ccccc1 (stereo not drawn)	1.2	-1.3	1147	-0.11	1577	2.9	3.8	3.9	9%	-0.28	-0.29	-0.16	0.38	15	705	i	0.1	i	51
Oc1ccccc1Nc1nc(NCc2ccccc2)c2ccccc2n1	1.1	1.8	860	-1.4	842	3.0	3.9	2.8	-10%	-0.12	-0.25	-0.25	0.62	-5	624	i	0.3	i	25
CCOC(=O)C1=NNC(C(=O)c2ccc(OC)cc2)C1c1ccccc1 (stereo not drawn)	1.1	-3.6	1285	-1.9	1031	1.1	1.6	6.2	-1%	-0.42	0.083	-0.057	0.52	4	745	i	0.6	i	33
CCCn1ncc(CN2CCC(Cc3cccc(F)c3)(C(=O)OCC)CC2)c1C	1.1	-1.2	1126	-0.01	1382	2.4	2.5	0.6	4%	0.11	-0.27	0.12	0.04	-12	724	i	0.7	i	33
O=C(CSc1nnc(Cn2c(=O)sc3ccccc32)n1-c1ccccc1)NCC1CCCO1 (stereo not drawn)	1	0.1	1087	-1.5	1563	3.7	3.3	1.8	-1%	-0.51	-0.2	-0.17	0.91	-2	553	i	2.0	i	48
O=C(Cc1ccccc1)NNC(=S)NC(=O)c1cccnc1	x	-2.1	1207	-0.5	1403	x	x	x	x	0.53	-0.23	0.015	-0.17	2	711	i	0.3	i	28
O=c1c2sc3ccccc3c2[nH]c(=S)n1CCN1CCOCC1	1	-0.9	1112	x	x	1.7	1.3	0.8	20%	0.063	-0.26	-0.068	0.56	14	753	i	0.5	i	46
CCCC(=O)Nc1ccc2c(c1)nc(CCNC(=O)c1ccccc1)n2C	1.1	x	x	0.47	886	1.3	1.0	8.2	4%	1.6	-0.18	0.44	-0.6	5	810	i	8.5	i	41
Cc1c(C(=O)Nc2ccc(F)cc2)c2ccccn2c1CCc1ccncc1	1.1	0.5	1023	0.16	1441	5.2	1.8	8.1	-7%	-0.48	-0.27	-0.27	0.36	7	691	i	0.2	i	47
O=C(O)c1ccccc1-n1c2ccccc2c2ccccc21	x	-4.2	1190	-0.19	1404	x	x	x	x	0.063	-0.29	-0.024	-0.13	-1	810	i	0.4	i	33
CN1C(=O)N(C)C2C1N(CN1CCCCC1)C(=O)N2CN1CCCCC1 (stereo not drawn)	1.1	-1.5	1102	-0.26	1268	1.5	1.7	7.8	2%	-0.44	-0.18	-0.15	0.11	x	x	i	0.2	i	9
CCc1c(C)n([O-])c2c([n+]1=O)CCCCC2	1.1	-0.4	1138	-0.31	1031	0.8	1.8	4.6	0%	0.52	0.035	0.27	0.13	x	x	i	0.5	i	44
COc1ccccc1N1CCN(C(=O)c2oc3ccc(F)cc3c2C)CC1	1.1	0.1	966	x	x	20	15	62	20%	0.69	-0.3	0.062	-0.24	-21	528	i	0.9	i	13
COc1cccc(-c2csc(NC3OC(=O)c4c3ccc(OC)c4OC)n2)c1 (stereo not drawn)	x	1.8	1180	-0.14	1461	x	x	x	x	0.72	-0.13	0.13	-0.23	4	668	i	0.9	i	59
CC1=NN(c2nc(-c3ccc(C)cc3)cs2)C(=O)C1N=Nc1ccc(C(N)=O)cc1 (stereo not drawn)	1	1.5	1101	-0.21	1048	4.3	3.7	3.5	9%	-0.5	-0.13	-0.24	0.63	16	723	i	0.0	i	49
CC(C)Nc1nc(-c2ccncc2)nc(-c2ccc(Cl)cc2)c1C#N	1.1	-1.2	1084	-0.06	1131	2.6	1.4	10.0	6%	2.1	-0.16	1.4	-2	29	701	i	0.3	i	57
Cc1noc(C)c1C(=O)N1CCN(c2ccc(OCc3ccccc3)cc2)CC1	x	0.3	1297	0.06	1095	x	x	x	x	1.5	-0.21	1.3	-1.1	8	718	i	0.8	i	43
COc1ccc(N2CCC(CNC(=O)Nc3cccc(OC)c3)C2)cc1 (stereo not drawn)	1.2	x	x	x	x	0.8	0.9	6.8	70%*	-0.33	-0.22	0.021	0.63	5	795	i	6.6	i	43
Cc1cc(N2CCC(C)CC2)n2ncc(-c3ccccc3)c2n1	1.1	-4.3	1015	x	x	2.1	2.1	9.8	12%	0.3	-0.13	0.086	-0.73	x	x	i	0.5	i	35
C=CCn1c(SCC(=O)Nc2ccc(-c3nc4ccc(C)cc4s3)cc2)nnc1-c1ccncc1	1	1.7	1143	0.25	1556	6.9	2.4	7.5	-20%	1.9	0.01	1.4	-1.5	6	541	i	0.6	i	50
CC(NC(=O)CCCCCN1C(=O)c2ccccc2C1=O)c1ccc2c(c1)CCCC2 (stereo not drawn)	1.1	0.8	1065	0	1773	1.7	2.0	8.0	13%	-0.21	-0.18	-0.56	0.46	5	678	i	0.5	i	10
Cc1ccc2nc(-c3ccc(N4C(=O)CC(N5CCC(C(N)=O)CC5)C4=O)cc3)sc2c1 (stereo not drawn)	1.1	-0.5	1056	0.86	1474	2.3	2.9	5.8	13%	0.032	-0.23	-0.088	0.017	-4	654	x	x	i	12
CCn1c(CNC(=O)c2ccccc2F)nnc1SCc1nc2ccccc2c(=O)[nH]1	1.1	-1.2	1086	0.35	1259	3.3	2.4	5.1	-1%	-0.7	-0.28	-0.8	0.53	17	693	x	x	i	41
O=C(CNC(=O)Cn1ccc2ccccc2c1=O)NCCCN1CCN(c2cccc(Cl)c2)CC1	1.1	-2.2	1307	0.41	1407	2.8	2.1	10.0	1%	1.4	-0.086	1	0.89	x	x	i	0.0	i	15
CCC(=O)N(Cc1ccccc1)c1ccccn1	1.2	-10	1300	x	x	1.4	2.1	4.4	4%	-0.01	-0.045	0.37	0.17	-5	807	i	1.1	i	45
CN(C)/C=C/C(=O)/C=C/c1ccc(Cl)cc1Cl	1.1	0.6	1088	0	1263	4.0	1.5	6.0	0%	0.29	-0.11	0.45	-0.28	23	695	i	0.3	i	30
CN(C)S(=O)(=O)c1cccc(COC(=O)C2=COCCO2)c1	1.1	-5.6	986	0.3	1243	4.6	2.8	6.9	1%	0.082	-0.33	0.2	-0.3	x	x	i	0.7	i	44
CC(C)CNC(=O)CSc1nc(-c2cccs2)cc(C(F)(F)F)n1	1.1	-1.2	1222	0.13	1172	2.3	1.3	4.3	5%	-0.42	-0.26	-0.41	0.88	-10	728	i	1.7	i	59
COc1ccc(C2=NOC(C(=O)NCc3ccco3)C2)cc1OC (stereo not drawn)	1.1	166*	701*	1.3	1076	40*	22*	66*	13%	0.8	-0.011	0.72	-1.9	x	x	i	0.7	i	18
Cc1cc(C)cc(NC(=O)CCn2ccnc2C)c1	1.1	-0.7	1073	-0.44	1298	2.7	1.3	4.5	9%	2.1	-0.018	1.7	-1.3	2	755	i	1.4	i	44
Cc1nc(NCC2CCCO2)[nH]c(=O)c1CCC(C)C (stereo not drawn)	1.1	x	x	x	x	6.5	0.9	5.4	3%	0.19	-0.4	0.21	0.67	x	x	i	0.8	i	27
COc1ccc(OC)c(CC(NC(C)=O)C(=O)NC2CCN(c3nc(C)cc(C)c3C#N)CC2)c1 (stereo not drawn)	1	-1.7	868	0.95	1216	x	x	x	7%	x	x	x	x	x	x	x	x	x	x
CN1C(=O)NC(c2ccccc2)C2=C1CN(c1cccc(C(F)(F)F)c1)C2=O (stereo not drawn)	1.1	-1.9	791	1.2	1148	3.1	2.1	5.3	-24%	-0.61	-0.21	0.4	0.74	x	x	i	1.4	i	8

Random excerpt: 2 compounds from above.
SMILES	TNAP activators	b-catenin transl	b-catenin transl cell count 5 µM	Insulin prom up	Insulin prom up cell count	MT stabilizer	MT stabilizer Hoechst-high %	MT stabilizer cytotoxicity %	PMI inhibitors	Dynein transport	Dynein transport cytoplasmic EGFP	Dynein transport nuclear GR-EGFP	Dynein transport cell count	Hep lipid drop	Hep lipid drop cells 6.5 µM	Myeloid diff 2	Myeloid diff 2 GFP+ MAC1+ %	T cell modulator	T cell modulator vesicle-bound %
CC(C)CNC(=O)CSc1nc(-c2cccs2)cc(C(F)(F)F)n1	1.1	-1.2	1222	0.13	1172	2.3	1.3	4.3	5%	-0.42	-0.26	-0.41	0.88	-10	728	i	1.7	i	59
COc1ccc(OC)c(CC(NC(C)=O)C(=O)NC2CCN(c3nc(C)cc(C)c3C#N)CC2)c1 (stereo not drawn)	1	-1.7	868	0.95	1216	x	x	x	7%	x	x	x	x	x	x	x	x	x	x

Screening results: PubChem BioAssay, several laboratories
